Screening data as filed in PubChem.
NR2F2 inh = NR2F2 (human) inhibition, primary screen; hit rate 0.7% among 370,000; HEK293T NGFI-A luciferase reporter, luminescence; inhibition, % at 8.6 µM; AID 686940;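 active = inhibition above a per-plate cutoff, mean inhibition of test wells between control levels plus 3 SD, cut at about 38% in these data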;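 also: cells cotransfected with COUP-TFII expression vector driving the NGFI-A reporter; 0% = median of COUP-TF2 test wells and 100% = reporter-only cells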
TROY NFkB inh = TROY signaling inhibition | inhibition, % at 10 µM | hit rate 0.98% among 360,000 | Q293 LMP1-TROYcd NF-kB luciferase reporter, 4 h;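 active = compounds whose plate-normalised and pattern-corrected inhibition of the luciferase reporter signal at the single screening dose is 50% or more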
NOD2-RIPK2 inh = inhibitors of human NOD2-RIPK2 interaction | O43353 | CHO BLA complementation NOD2-RIPK2, CCF4 ratio | inhibition, % at 4.98 µM | hit rate 0.38% among 360,000 | AID 624267; in the data active = inhibition above about 21%;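 also: 0% = vehicle only and 100% = reference blocker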
TWEAK-Fn14 inh = TWEAK-Fn14 signaling inhibition; hit rate 2% among 360,000; AID 1159606; TWEAK-stimulated Fn14 reporter cells, luciferase luminescence, 8 h; inhibition, % at 10 µM; in the data active = inhibition above about 50%
LRH-1 inv ag = NR5A2 inverse agonism in reporter assay | HEK293T StAR-luciferase reporter, LRH-1 transfected, 24 h | inhibition, % at 3.6 µM | O00482 | hit rate 0.13% among 360,000;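 active = inhibition above the mean inhibition of all tested compounds plus 3 SD, cut at about 73% in these data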;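 also: 0% = DMSO wells and 100% = reporter-only cells lacking LRH-1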
SRC2 inh = human SRC2 (NCOA2) inhibition | AID 651957 | Q15596 | hit rate 0.17% among 370,000 | HEK293 GAL4-SRC2 luciferase reporter, luminescence | inhibition, % at 9 µM;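 active = inhibition above the mean inhibition of all tested compounds plus 3 SD, set per campaign, cut at about 52% in these data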;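 also: 0% = DMSO treated cells and 100% = cells given Gossypol at 36 µM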
Target sequence (Q15596 whole entry, looked up, the tested form may be a part): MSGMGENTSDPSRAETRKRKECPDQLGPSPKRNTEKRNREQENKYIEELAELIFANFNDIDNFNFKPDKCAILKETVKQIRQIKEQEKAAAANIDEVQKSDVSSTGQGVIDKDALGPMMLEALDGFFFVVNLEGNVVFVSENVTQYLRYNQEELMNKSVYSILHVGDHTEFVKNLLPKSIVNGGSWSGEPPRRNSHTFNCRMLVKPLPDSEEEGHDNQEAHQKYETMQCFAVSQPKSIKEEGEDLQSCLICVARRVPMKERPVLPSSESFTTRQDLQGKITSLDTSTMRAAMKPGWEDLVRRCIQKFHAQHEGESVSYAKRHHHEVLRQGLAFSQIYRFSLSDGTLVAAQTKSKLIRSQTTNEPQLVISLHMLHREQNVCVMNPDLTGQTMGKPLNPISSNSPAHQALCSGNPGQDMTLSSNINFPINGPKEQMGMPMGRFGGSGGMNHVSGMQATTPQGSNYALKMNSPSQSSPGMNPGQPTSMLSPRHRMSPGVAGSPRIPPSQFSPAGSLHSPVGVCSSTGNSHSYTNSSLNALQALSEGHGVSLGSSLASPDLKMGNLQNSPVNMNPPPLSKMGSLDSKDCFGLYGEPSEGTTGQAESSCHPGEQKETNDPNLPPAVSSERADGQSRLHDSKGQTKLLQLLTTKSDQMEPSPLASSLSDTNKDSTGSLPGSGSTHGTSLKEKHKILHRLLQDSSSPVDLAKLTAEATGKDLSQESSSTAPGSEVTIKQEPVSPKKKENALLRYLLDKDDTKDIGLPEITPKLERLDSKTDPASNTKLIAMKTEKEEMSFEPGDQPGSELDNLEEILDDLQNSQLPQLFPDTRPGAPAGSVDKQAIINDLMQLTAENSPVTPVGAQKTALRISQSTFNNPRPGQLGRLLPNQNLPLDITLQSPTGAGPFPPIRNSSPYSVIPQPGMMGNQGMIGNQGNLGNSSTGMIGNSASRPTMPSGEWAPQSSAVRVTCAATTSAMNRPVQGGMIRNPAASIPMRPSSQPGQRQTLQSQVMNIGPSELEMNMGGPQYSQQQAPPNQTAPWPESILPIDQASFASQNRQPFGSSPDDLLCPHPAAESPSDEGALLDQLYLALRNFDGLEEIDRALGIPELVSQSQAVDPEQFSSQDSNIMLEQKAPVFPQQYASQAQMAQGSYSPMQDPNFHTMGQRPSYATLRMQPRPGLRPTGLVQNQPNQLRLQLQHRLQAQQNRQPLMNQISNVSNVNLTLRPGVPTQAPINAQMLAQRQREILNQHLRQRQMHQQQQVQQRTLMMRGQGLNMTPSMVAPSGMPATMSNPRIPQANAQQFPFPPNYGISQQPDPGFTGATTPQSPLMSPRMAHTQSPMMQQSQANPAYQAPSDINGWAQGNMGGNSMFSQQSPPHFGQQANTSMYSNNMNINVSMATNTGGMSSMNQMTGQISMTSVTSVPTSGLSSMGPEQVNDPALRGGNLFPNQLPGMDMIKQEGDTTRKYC
TRAIL sens C8 = sensitizes caspase-8 expressing cells to TRAIL | NB7+C8 cells + TRAIL, ATPlite viability luminescence | inhibition (viability loss, TRAIL sensitization), % at 10 µM | hit rate 1% among 360,000 | AID 624354;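 active = compounds causing at least 50% loss of cell viability in the single-dose screen, relative to plate controls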
SRC3 inh = inhibits human SRC3 coactivator. Q9Y6Q9. hit rate 0.17% among 360,000. HEK293 GAL4-SRC3 luciferase reporter, luminescence. AID 588352. inhibition, % at 3.6 µM;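 active = inhibition above a per-campaign cutoff, the mean of all compounds plus 3 SD, cut at about 60% in these data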;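 also: 0% = DMSO-treated cells and 100% = gossypol-treated cells at 36 µM; higher means less SRC3-driven luciferase light from the GAL4 reporter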
EBV LMP1 NFkB = Epstein-Barr LMP1 NF-kappaB reporter inhibition; inhibition, % at 12.5 µM; AID 504558; hit rate 0.69% among 350,000; LMP1-induced NF-kappaB luciferase reporter cells, luminescence; in the data active = inhibition above about 41%;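 also: 0% = neutral control wells and 100% = reference inhibitor control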
TLR9-MyD88 block = blocks human TLR9 binding to MyD88. Q9NR96+Q99836. CHO BLA complementation TLR9-MyD88, CCF4 FRET ratio. inhibition, % at 4.98 µM. hit rate 0.21% among 340,000. AID 504734;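 active = inhibition above the mean over all tested compounds plus 3 SD, cut at about 21% in these data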;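 also: 0% = DMSO only wells and 100% = clavulanate BLA inhibitor control wells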
SRC1 inh = human NCOA1 inhibition; hit rate 0.12% among 360,000; AID 588354; HEK293 GAL4-SRC1 luciferase reporter, luminescence; inhibition, % at 3.6 µM;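 active = inhibition above the campaign mean plus 3 SD, with each screening campaign given its own cutoff, cut at about 60% in these data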;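 also: 0% = DMSO treated cells and 100% = gossypol at 36 µM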
* marks the source's active call; other numbers are inactive results; nt = no result given.

Start of the listing, in advance, 6 compounds:
no. | SMILES | NR2F2 inh | TROY NFkB inh | NOD2-RIPK2 inh | TWEAK-Fn14 inh | LRH-1 inv ag | SRC2 inh
1 | CCCCN(C(=O)c1cc(Cl)nc2ccccc12)c1c(N)n(Cc2ccccc2)c(=O)[nH]c1=O | -10 | -16 | 8 | 14 | 3 | 10
2 | NC(=O)c1c(NC(=O)Cc2cccs2)sc2c1CCC2 | 1 | -17 | -3 | -12 | -19 | -11
3 | O=C(c1cc2ccccc2o1)N1CCCCCC1 | -11 | -36 | -7 | -40 | -44 | -20
4 | CCSc1nnc2nc(C)cc(C)n12 | 9 | 3 | 4 | -15 | 3 | -3
5 | COc1ccc(CNCc2ccc([N+](=O)[O-])cc2)cc1OC | 7 | 2 | -1 | 11 | 0 | -1
6 | CC(=O)N1CCN(C(=O)CCNC(=O)c2ccc(Br)cc2)CC1 | 3 | -23 | -3 | 6 | 11 | -12

no. | TRAIL sens C8 | SRC3 inh | EBV LMP1 NFkB | TLR9-MyD88 block | SRC1 inh
1 | -16 | -7 | 3 | 9 | -6
2 | 9 | 3 | -12 | 6 | -15
3 | 5 | 2 | -15 | 7 | -42
4 | -8 | 4 | 1 | 1 | -6
5 | 6 | 13 | 3 | 2 | -9
6 | 3 | -3 | -8 | 6 | -5

The list itself, repeating the preview:
no. | SMILES | NR2F2 inh | TROY NFkB inh | NOD2-RIPK2 inh | TWEAK-Fn14 inh | LRH-1 inv ag | SRC2 inh
1 | CCCCN(C(=O)c1cc(Cl)nc2ccccc12)c1c(N)n(Cc2ccccc2)c(=O)[nH]c1=O | -10 | -16 | 8 | 14 | 3 | 10
2 | NC(=O)c1c(NC(=O)Cc2cccs2)sc2c1CCC2 | 1 | -17 | -3 | -12 | -19 | -11
3 | O=C(c1cc2ccccc2o1)N1CCCCCC1 | -11 | -36 | -7 | -40 | -44 | -20
4 | CCSc1nnc2nc(C)cc(C)n12 | 9 | 3 | 4 | -15 | 3 | -3
5 | COc1ccc(CNCc2ccc([N+](=O)[O-])cc2)cc1OC | 7 | 2 | -1 | 11 | 0 | -1
6 | CC(=O)N1CCN(C(=O)CCNC(=O)c2ccc(Br)cc2)CC1 | 3 | -23 | -3 | 6 | 11 | -12
7 | Cc1ccn(CCSCC(=O)O)n1 | -1 | 4 | -7 | -3 | 17 | 18
8 | O=C(C[N+]1(CC#Cc2ccccc2)CCOCC1)c1ccc(Cl)cc1 | 16 | 0 | -7 | 0 | -6 | 20
9 | Cc1sc2ncnc(NCc3ccco3)c2c1C | 14 | 25 | 0 | -17 | 13 | -12
10 | CC(OC(=O)Cc1n[nH]c(=O)c2ccccc12)C(=O)Nc1cc(Cl)cc(Cl)c1 (configuration not stated) | 13 | 26 | -5 | -11 | 4 | 1

no. | TRAIL sens C8 | SRC3 inh | EBV LMP1 NFkB | TLR9-MyD88 block | SRC1 inh
1 | -16 | -7 | 3 | 9 | -6
2 | 9 | 3 | -12 | 6 | -15
3 | 5 | 2 | -15 | 7 | -42
4 | -8 | 4 | 1 | 1 | -6
5 | 6 | 13 | 3 | 2 | -9
6 | 3 | -3 | -8 | 6 | -5
7 | -4 | 10 | 2 | -8 | -50
8 | 1 | 10 | -1 | 4 | 2
9 | 3 | -36 | 1 | 3 | -25
10 | -10 | -6 | 4 | -2 | -10

(further entries)
no. | SMILES | NR2F2 inh | TROY NFkB inh | NOD2-RIPK2 inh | TWEAK-Fn14 inh | LRH-1 inv ag | SRC2 inh
11 | Cc1oc2c(CN3CCCC(C)C3)c(O)ccc2c(=O)c1-c1ccccc1 (configuration not stated) | 23 | 1 | 4 | 12 | -21 | -7
12 | NC(=O)CCn1c(C(=O)c2cccc([N+](=O)[O-])c2)c2ccccc2[n+]1[O-] | 13 | -6 | 3 | 10 | 16 | -7
13 | Cc1ccccc1NC(=O)Cc1nc(CN(C)CC(=O)Nc2cccc(F)c2)cs1 | -2 | 0 | -5 | -1 | 3 | 18
14 | Cc1onc(-c2ccccc2)c1C(=O)NCC(O)c1ccccc1 (configuration not stated) | 15 | -1 | -8 | 1 | 7 | 9
15 | COC(=O)C1CCCCN1C(=O)c1cccc(OC2CCN(C(=O)C3CC3)CC2)c1 (configuration not stated) | -2 | -1 | -3 | -14 | -13 | -1
16 | O=C(O)c1ccccc1Sc1c([N+](=O)[O-])cc(C(F)(F)F)cc1[N+](=O)[O-] | 2 | -6 | -2 | 13 | -12 | 2
17 | COc1ccc(CCN(C)C(=O)CSc2nc3ncc(Cl)cc3[nH]2)cc1OC | 15 | -8 | 2 | -2 | -3 | -1
18 | CC(Cc1cccnc1)NC(=O)c1cc(COc2c(F)cccc2F)on1 (configuration not stated) | 0 | -9 | 1 | 6 | -8 | -19
19 | COC(=O)Cc1cc(=O)[nH]c(/N=C(\N)Nc2ccccc2)n1 | 7 | -1 | -6 | 1 | -1 | 5
20 | OCCC1CN(Cc2cccn2-c2nccs2)CCN1Cc1ccccc1 (configuration not stated) | -2 | -1 | 2 | 0 | 2 | 0

no. | TRAIL sens C8 | SRC3 inh | EBV LMP1 NFkB | TLR9-MyD88 block | SRC1 inh
11 | -19 | -10 | 3 | 3 | -8
12 | -1 | -4 | -10 | -6 | 7
13 | 0 | 14 | 3 | -1 | -10
14 | 11 | -1 | 4 | -3 | -33
15 | 18 | 20 | -1 | 1 | -12
16 | 0 | 9 | -2 | 2 | -31
17 | -6 | 3 | -1 | -2 | -19
18 | -1 | -45 | 1 | -4 | -13
19 | -2 | -12 | -2 | -4 | -17
20 | -2 | 21 | 0 | 6 | 13

Remaining list, next part
no. | SMILES | NR2F2 inh | TROY NFkB inh | NOD2-RIPK2 inh | TWEAK-Fn14 inh | LRH-1 inv ag | SRC2 inh
21 | O=C(COC(=O)CCSc1ccc(Cl)cc1)NCc1ccccc1Cl | 4 | -15 | -5 | -3 | 7 | -2
22 | CC(C(=O)Nc1ccc(C#N)cc1)N1CCN(C(=O)C2CC2)CC1 (configuration not stated) | 10 | -17 | -1 | -2 | 21 | 14
23 | CC(=O)c1c(C)[nH]c(C(=O)CN2C(=O)NC(C)(c3ccc4c(c3)OCO4)C2=O)c1C (configuration not stated) | -34 | 2 | 9 | 21 | 13 | -11
24 | C/C(CCc1ccc2c(c1)OCO2)=N\N=C1\NC(=O)CC(C(=O)Nc2ccccc2F)S1 (configuration not stated) | 0 | -9 | 5 | 4 | 7 | -30
25 | Cc1cc(C(F)(F)F)nn1CC(=O)NCc1ccccc1 | 11 | -6 | -1 | 20 | 9 | -9
26 | Cc1ccccc1OCCC(=O)OCC(=O)NCCc1ccccc1 | -27 | -2 | -6 | -13 | 9 | 11
27 | O=C(C(=O)N1CCC(Cc2ccccc2)CC1)c1ccccc1Br | 9 | nt | -6 | nt | 9 | 22
28 | CCOC(=O)c1nnc(-c2ccccc2)nc1Oc1ccc(Cl)cc1 | -2 | -9 | -11 | -2 | -14 | -4
29 | CCCNC(=O)C1(C)CCCN(Cc2ccc3ccccc3c2)C1 (configuration not stated) | 10 | -6 | -9 | -7 | 16 | 6
30 | COc1ccc(N(Cc2cc3cc(OC)ccc3[nH]c2=O)S(C)(=O)=O)cc1 | -2 | -3 | -4 | 22 | 12 | 19

no. | TRAIL sens C8 | SRC3 inh | EBV LMP1 NFkB | TLR9-MyD88 block | SRC1 inh
21 | 3 | 11 | 2 | -1 | 7
22 | -9 | -2 | 2 | -11 | 10
23 | -15 | 12 | -1 | -3 | -25
24 | -4 | 7 | 11 | -3 | -43
25 | -3 | 19 | 5 | -3 | 6
26 | 24 | 3 | -1 | 3 | -10
27 | -4 | nt | nt | nt | nt
28 | 28 | 12 | -9 | -7 | 0
29 | 9 | 0 | nt | nt | -5
30 | -8 | -12 | 8 | -3 | 6

Further entries follow.
no. | SMILES | NR2F2 inh | TROY NFkB inh | NOD2-RIPK2 inh | TWEAK-Fn14 inh | LRH-1 inv ag | SRC2 inh
31 | Cc1cccc(CSCCNC(=O)CN2C(=O)c3ccccc3S2(=O)=O)c1 | 11 | -22 | -1 | 1 | 8 | -8
32 | COCCNC(=O)CSc1nc2ccccc2c(=O)n1CCC(=O)N1CCN(c2ccccc2)CC1 | 0 | 0 | -5 | -10 | 5 | 1
33 | CCC(C)Nc1nc(OC(C(F)(F)F)C(F)(F)F)nc(OC(C(F)(F)F)C(F)(F)F)n1 (configuration not stated) | -4 | 2 | -6 | -17 | 12 | 21
34 | CC12CCC(C(N)=O)(C1Br)C2(C)C (configuration not stated) | -4 | -8 | -4 | 9 | 2 | 9
35 | CCOC(=O)c1c(C)[nH]c(C(=O)Nc2cc(OCC)c(N3CCOCC3)cc2OCC)c1C | -9 | -3 | 0 | 1 | 1 | 3
36 | Cc1nc(SCC(=O)N2CCN(C(=O)c3cccs3)CC2)c2c(C)c(C)sc2n1 | 6 | 9 | 5 | -8 | -12 | -5
37 | COc1cc(CCC(=O)OCC(=O)Nc2ccccc2C#N)cc(OC)c1OC | 3 | 3 | -10 | 5 | 16 | 22
38 | COc1cccc(OC)c1OCCCCc1c(C)n[nH]c1C | 4 | 11 | 4 | -3 | 3 | -7
39 | O=C(NCc1ccc(F)cc1)Nc1cccc(Cl)c1 | -13 | -45 | -1 | -25 | -65 | -41
40 | Nc1nc(Nc2ccccc2)sc1C(=O)c1ccccc1 | 0 | 20 | -7 | 62* | -47 | 6

no. | TRAIL sens C8 | SRC3 inh | EBV LMP1 NFkB | TLR9-MyD88 block | SRC1 inh
31 | 10 | -2 | -1 | 0 | -21
32 | 0 | -2 | -5 | -2 | 11
33 | -16 | 16 | 8 | 2 | 3
34 | -4 | 7 | 0 | 3 | 0
35 | 13 | 11 | 5 | 2 | 1
36 | 11 | 6 | 8 | -7 | -11
37 | -1 | -1 | -14 | 0 | 17
38 | -4 | 1 | 9 | -2 | 6
39 | -2 | -53 | -3 | 3 | -30
40 | 18 | -14 | -59 | -1 | -48

The results go on:
no. | SMILES | NR2F2 inh | TROY NFkB inh | NOD2-RIPK2 inh | TWEAK-Fn14 inh | LRH-1 inv ag | SRC2 inh
41 | CCC(=O)N(C)C[C@H]1Oc2ncc(C#Cc3cccnc3)cc2C(=O)N([C@@H](C)CO)C[C@@H]1C | 9 | -4 | 6 | -14 | 4 | 13
42 | COc1cc(C(C)=O)ccc1OCC(=O)Nc1ccc(Cl)c(S(=O)(=O)N2CCOCC2)c1 | 26 | 36 | 2 | 28 | -3 | 18
43 | COC(=O)c1ccc2c(=O)n(CCCCCC(=O)NCc3ccc4c(c3)OCO4)c(=O)[nH]c2c1 | 8 | 4 | 6 | 4 | 16 | -9
44 | C/C(=N/OC(=O)c1cccc(C(F)(F)F)c1)c1cnccn1 | 4 | 4 | 3 | -1 | 12 | 13
45 | O=C(CNC(=O)c1cccs1)N/N=C/c1c[nH]c2ccccc12 | 13 | 7 | -2 | 6 | -1 | 12
46 | CCN(CC)Cc1c(C(=O)N/N=C/c2ccc(OCc3ccccc3C)cc2)nnn1-c1nonc1N | -11 | 8 | -6 | -8 | 7 | 0

no. | TRAIL sens C8 | SRC3 inh | EBV LMP1 NFkB | TLR9-MyD88 block | SRC1 inh
41 | -27 | -15 | -10 | -7 | 1
42 | 14 | 4 | 11 | -10 | 9
43 | 4 | -7 | 1 | -2 | -4
44 | -3 | -10 | -3 | 2 | -3
45 | -3 | 7 | 4 | -3 | -5
46 | 1 | -18 | -12 | -4 | -15

The list is partial; the hit share may differ from the screen's.
